High-throughput results (PubChem)
inhibitors of VEEV = inhibitors of VEEV TC-83 cytopathic effect, confirmation, Vero cells (AID 588727); one-dose inhibition, % at 20 µM; IC50 in µM for titrated hits; hit rate 0.13% among 350,000; Vero cells, VEEV TC-83 cytopathic effect inhibition; higher % means a stronger effect; in the data active means a potency from the dose series; inconclusive means inhibition mostly from about 14% at the one dose, without a potency; inactive means the rest, 99 in 100 with inhibition below about 12%; further: strong numbers were not always called active
PhoP GFP inhibition = PhoP regulon inhibitors, Salmonella typhi PhoP promoter GFP reporter, confirmatory (AID 1850); Salmonella Typhi PhoP-promoter GFP reporter, fluorescence, 4 h; higher % means a stronger effect; inhibition, % at 50 µM; hits with a dose series show IC50 in µM; hit rate 0.33% among 310,000; in the data active means a potency from the dose series; inconclusive means inhibition mostly from about 25% at the one dose, without a potency; inactive means the rest, 99 in 100 with inhibition below about 19%;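 further: 0% = induced wells with vehicle and 100% = uninduced wells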
H1N1 NS1A inhibition = NS1A inhibition, H1N1 influenza, cell based functional assay (AID 504329). NS1A functional cell-based assay, percent inhibition; higher % means a stronger effect. inhibition, % at 12.5 µM, or IC50 in µM where a hit was titrated. hit rate 0.3% among 340,000; in the data active means a potency from the dose series; inconclusive means inhibition above about 27% without an active follow-up result; further: strong numbers were not always called active
M. tuberculosis HTS = M. tuberculosis growth inhibition, HTS (AID 449762). hit rate 0.59% among 330,000. M. tuberculosis H37Rv growth inhibition, 7H9 media; higher % means a stronger effect. inhibition, % at 25 µM, or IC50 in µM where a hit was titrated; in the data active means a potency from the dose series; inconclusive means inhibition above about 70% without an active follow-up result;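 further: bacterial growth assessed after seven days of incubation; strong numbers were not always called active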
tuberculosis growth = growth inhibition of non-replicating M. tuberculosis (AID 488890); inhibition, % at 25 µM, or IC50 in µM where a hit was titrated; hit rate 0.39% among 320,000; Mycobacterium tuberculosis non-replicating, growth inhibition; higher % means a stronger effect; in the data active means a potency from the dose series; inconclusive means inhibition mostly from about 82% at the one dose, without a potency; inactive means the rest, 99 in 100 with inhibition below about 76%;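 further: plate controls were DMSO cells for no effect and high antibiotic wells for full effect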
inhibitors of VEEV 10K pilot screen = also measured in inhibitors of VEEV; calls as there; inhibition, %; measured here: 10K pilot screen inhibition
* marks the source's active call; other numbers are inactive results; i = inactive; ? = inconclusive; nt = no result given; & = joins results of further samples.

The first 6 compounds (preview)
SMILES | inhibitors of VEEV | PhoP GFP inhibition | H1N1 NS1A inhibition | M. tuberculosis HTS | tuberculosis growth | others
Cc1nnc(NC(=O)CSc2ccccc2N)s1 | 0.4% | 3.1% | 0.6% | 3.6% | -10.6%
CC1CN(C(=O)COC(=O)c2ccc(N)c([N+](=O)[O-])c2)CC(C)O1 (centres undefined) | 0.2% | -11.2% | 12.0% | 3.8% | -13.7%
COc1ccc(S(=O)(=O)Nc2cccc(C(C)=O)c2)cc1Br | i | 5.0% | -6.2% | -1.6% | 14.9%
Cn1c(=O)c2c(nc(Cl)n2CC(=O)NC2(C#N)CCCCC2)n(C)c1=O | 1.4% | -0.3% | -9.6% | 0.9% | -6.0%
CC(NC(=O)c1ccco1)c1ccc(-n2ccnc2)cc1 (centres undefined) | 0.3% | -6.7% | -2.6% | -7.8% | -4.2%
O=C(C1=C[C@H](c2ccc3c(c2)OCO3)C[C@H](OCc2ccc(CO)cc2)O1)N1CCOCC1 | 0.6% | -9.4% | -2.7% | 3.6% | 0.9%

The list itself, repeating the preview:
SMILES | inhibitors of VEEV | PhoP GFP inhibition | H1N1 NS1A inhibition | M. tuberculosis HTS | tuberculosis growth | others
Cc1nnc(NC(=O)CSc2ccccc2N)s1 | 0.4% | 3.1% | 0.6% | 3.6% | -10.6%
CC1CN(C(=O)COC(=O)c2ccc(N)c([N+](=O)[O-])c2)CC(C)O1 (centres undefined) | 0.2% | -11.2% | 12.0% | 3.8% | -13.7%
COc1ccc(S(=O)(=O)Nc2cccc(C(C)=O)c2)cc1Br | i | 5.0% | -6.2% | -1.6% | 14.9%
Cn1c(=O)c2c(nc(Cl)n2CC(=O)NC2(C#N)CCCCC2)n(C)c1=O | 1.4% | -0.3% | -9.6% | 0.9% | -6.0%
CC(NC(=O)c1ccco1)c1ccc(-n2ccnc2)cc1 (centres undefined) | 0.3% | -6.7% | -2.6% | -7.8% | -4.2%
O=C(C1=C[C@H](c2ccc3c(c2)OCO3)C[C@H](OCc2ccc(CO)cc2)O1)N1CCOCC1 | 0.6% | -9.4% | -2.7% | 3.6% | 0.9%
CCCOC(=O)C1=C(C)NC2=C(C(=O)CC(C)(C)C2)C1c1cccnc1 (centres undefined) | 0.5% | -6.2% | 3.7% | -2.5% | 7.3%
CCOP(=O)(OCC)C(C#N)=C1SCN(c2ccccc2)CS1 | 0.8% | -5.1% | 3.6% | 4.1% | 12.1%
O=C(O)CSCC(=O)N1CCN(c2ccnc3cc(Cl)ccc23)CC1 | 0.2% | 2.0% | -15.4% | -3.7% | 12.1%
Cc1oc(-c2ccc(F)cc2)nc1CN(Cc1ccccn1)CC1CCCO1 (centres undefined) | 2.0% | 6.2% | -4.0% | 50.4% | 10.4%
Cc1cccc(N2CCN(C(=O)c3cccc(N4CCCC4=O)c3)CC2)c1C | 0.9% | 0.1% | 11.6% | 5.2% | 14.7%
COc1ccc(OCC(=O)NS(=O)(=O)c2ccccc2)cc1 | 1.9% | 6.0% | 0.7% | -3.3% | -9.5%
Cc1cc(C(C)(C)C)oc1C(=O)N(CC(=O)NC1CCCC1)c1c(C)cccc1C | 0.4% | 18.9% | 4.4% | 46.3% | 71.3%
Cc1cc(CNC(=O)COC(=O)C2CC3CCCC(C2)C3=O)cc(C)c1O (centres undefined) | 3.5% | nt | -19.5% | 3.0% | 8.5%
CCOC(=O)N1CCN(CCC(=O)Nc2ccccc2)CC1 | i | 7.4% | -4.4% | -1.2% | -3.0%

A run of entries of the results above, for reference:
SMILES | inhibitors of VEEV | PhoP GFP inhibition | H1N1 NS1A inhibition | M. tuberculosis HTS | tuberculosis growth | others
Cc1nnc(NC(=O)CSc2ccccc2N)s1 | 0.4% | 3.1% | 0.6% | 3.6% | -10.6%
CC1CN(C(=O)COC(=O)c2ccc(N)c([N+](=O)[O-])c2)CC(C)O1 (centres undefined) | 0.2% | -11.2% | 12.0% | 3.8% | -13.7%
COc1ccc(S(=O)(=O)Nc2cccc(C(C)=O)c2)cc1Br | i | 5.0% | -6.2% | -1.6% | 14.9%

Random excerpt: three compounds from above.
SMILES | inhibitors of VEEV | PhoP GFP inhibition | H1N1 NS1A inhibition | M. tuberculosis HTS | tuberculosis growth | others
CCOP(=O)(OCC)C(C#N)=C1SCN(c2ccccc2)CS1 | 0.8% | -5.1% | 3.6% | 4.1% | 12.1%
COc1ccc(S(=O)(=O)Nc2cccc(C(C)=O)c2)cc1Br | i | 5.0% | -6.2% | -1.6% | 14.9%
CC(NC(=O)c1ccco1)c1ccc(-n2ccnc2)cc1 (centres undefined) | 0.3% | -6.7% | -2.6% | -7.8% | -4.2%

Following part.
SMILES | inhibitors of VEEV | PhoP GFP inhibition | H1N1 NS1A inhibition | M. tuberculosis HTS | tuberculosis growth | others
C/C(=N\NC(=O)Cn1c(C)nc2ccccc21)c1cccs1 | 0.6% | 3.9% | 4.0% | -1.2% | 9.1%
O=C(CCC(=O)c1ccccc1)Nc1cccnc1 | i | -15.3% | -3.5% | -4.0% | -21.7%
CC1CCN(C(=O)CSc2nc3c(cnn3-c3ccccc3)c(=O)[nH]2)CC1 | 2.1% | 4.9% | 4.1% | 0.1% | -8.1%
COc1ccc(S(=O)(=O)Cc2ccc(C(=O)NCc3ccccn3)o2)cc1 | 0.7% | -14.2% | -4.3% | -7.9% | 5.1%
OCCc1ccc(-c2ccc(Cl)cc2)o1 | i | -7.0% | 17.0% | ? | 76.8%
Cc1cc(=O)[nH]c(N2CCCNCC2)n1 | i | -4.0% | -1.8% | 1.9% | -6.3%
COc1ccc(Br)cc1CN(C)C(=O)c1ccc2c(c1)NC(=O)C(C)S2 (centres undefined) | 1.2% | 3.4% | -4.4% | 6.4% | 75.7%
Cc1c(/C(O)=C2/C(=O)C(=O)N(CCN(C)C)C2c2ccc(C(C)C)cc2)cnn1-c1ccccc1 (centres undefined) | i | 2.9% | 4.0% | -2.5% | 11.7%
O=S(=O)(c1cccc(C(F)(F)F)c1)N1CCN(c2ccccc2)CC1 | i | -0.6% | -7.5% | -2.7% | 13.1%
Cc1cnc(C(=O)OCC(=O)NCc2ccc(Cl)cc2)cn1 | 3.9% | nt | -18.1% | 0.9% | 5.0%
COc1cc(NC(=O)c2cc(C)on2)cc(C(=O)Nc2cccc(C(F)(F)F)c2)c1 | 9.4%&3.3% | 0.2% | 6.3% | 1.8% | -6.9% | inhibitors of VEEV 10K pilot screen=4.0
C[C@@H](CN1C(=O)C(=O)NC[C@@H]1C)NC(=O)CC12CC3CC(CC(C3)C1)C2 | 0.8% | 1.4% | 0.1% | -4.6% | -9.4%
O=C(N/N=C\c1ccoc1)c1ccco1 | 0.3% | -7.2% | 10.3% | -4.5% | -1.0%
O=[N+]([O-])c1cccc(C(=Nc2ccccc2)NO)c1 | i | -1.7% | 0.7% | -6.8% | -13.6%
CCOC(=O)c1cnn(-c2cc(C)nc3c(-c4ccccc4)cnn23)c1N | 0.5% | -4.2% | 5.8% | 1.5% | -10.6%
COCCc1ncc(CN2CCC(C(=O)Nc3cccc(-c4cscn4)c3)CC2)cn1 | 2.6% | 4.2% | 2.2% | 0.3% | 4.1%
Nc1nonc1-n1nnc(C(=O)N/N=C/c2ccoc2)c1CSc1ccccc1 | 3.2% | 6.3% | 2.5% | 8.2% | 27.1%
C/C(=N\NC(=O)c1ccc2c(c1)OCO2)c1ccc(NC(=O)CCCC(=O)O)cc1 | 0.5% | -4.5% | 5.1% | -4.2% | 6.3%
CCCNC(=S)Nc1ccc(Br)cc1 | 4.8% | 4.8% | 2.9% | -3.9% | ?
CC1=C2C(=O)C3C(CC=C4CC(O)CCC43C)C2CCC12OC1CC(C)CNC1C2C (centres undefined) | 1.7% | 1.7% | 19.3% | -2.3% | -3.9%
Cc1ccc(-c2nnc(SCC(=O)NCCN3C(=O)CSC3=O)n2C)cc1 | i | nt | -12.1% | 10.1% | -4.2%
Cc1ccc(S(=O)(=O)N(C)C)cc1NC(=O)COC(=O)/C=C/c1cnc2ccccc2n1 | 0.6% | -7.1% | -8.2% | 4.2% | 2.1%
Cc1ccc([C@@H]2[C@@H]3C(=O)N(c4ccccc4)C(=O)[C@@H]3[C@]3(C)C(=O)N(CC4CC4)CC(=O)N23)o1 | 1.5% | 8.7% | 1.4% | -10.2% | -9.4%
NS(=O)(=O)c1ccc(N=C2C(=O)Nc3ccccc32)cc1 | 0.3% | -1.0% | 24.4% | -9.2% | nt
CCCCCN1CC(=O)N2C(C)c3[nH]c4ccccc4c3C[C@H]2C1=O (some centres undefined) | 1.7% | 1.9% | 20.8% | 4.3% | 10.8%
O=C(c1ccco1)N1CCCC(N2CCN(c3cccc(C(F)(F)F)c3)CC2)C1 (centres undefined) | 5.0% | -3.4% | -4.8% | -0.6% | 15.4%
O=C(N/N=C/c1ccc2c(c1)OCO2)c1ccc(NC(=O)c2ccccc2Cl)cc1 | i | 0.8% | -4.3% | 2.4% | 1.4%
Cc1cc(C)c(C#N)c(SCC(=O)c2cccs2)n1 | i | -11.4% | -11.0% | -0.1% | 3.1%
c1ccc(CCNc2nc(-c3ccccn3)cs2)cc1 | 1.1% | -4.5% | -0.8% | ? | ?
Cc1cc2oc(C(=O)Nc3c(C)n(C)n(-c4ccccc4)c3=O)c(C)c2cc1C | 1.7% | 10.0% | -6.7% | 4.9% | 16.5%
COc1ccc(C2C(C(=O)N3CCN(c4ccc(OC)cc4)CC3)c3ccccc3C(=O)N2C)cc1 (centres undefined) | 5.9% | -10.8% | 11.2% | 0.7% | 5.7%
COc1ccccc1C/C(N)=N/OC(=O)/C=C/c1ccccc1 | i | -0.2% | -10.1% | 14.3% | 62.2% | inhibitors of VEEV 10K pilot screen=7.2
COc1ccc(S(=O)(=O)Nc2ccccc2OC)cc1C | i | 7.7% | -17.1% | 15.2% | 4.8%
CCOc1cccc(OCCCOc2cccc3cccnc23)c1 | i | -4.0% | 8.0% | -12.9% | 38.0%
COC(=O)c1cc(S(=O)(=O)Nc2cc(OC)cc(OC)c2)cn1C | 2.5% | 5.0% | 9.2% | -8.6% | 13.1%
O=C(O)CCCC(=O)NCCCc1ccccc1 | 0.1% | -9.0% | 2.7% | -1.8% | -13.0% | inhibitors of VEEV 10K pilot screen=0.5
CCN(CC)S(=O)(=O)c1ccc(Cl)c(C(=O)NC(C)C(c2cccs2)N2CCCC2)c1 (centres undefined) | i | 3.1% | 6.7% | 1.4% | 5.3%
COc1ccc(-c2c(C)nn3c(-c4ccccc4)cc(C)nc23)cc1 | 1.8% | 4.8% | 0.7% | -7.6% | -1.1% | inhibitors of VEEV 10K pilot screen=1.3
Nc1cc(Nc2ccccc2)ccn1 | 0.8% | nt | -10.9% | -6.2% | -3.7%
Cc1ccccc1NC(=S)Nc1ccccn1 | 2.6% | -3.6% | 5.1% | 5.5% | 21.6%
CCOc1ccc(N2CC(NS(=O)(=O)c3cccs3)CC2=O)cc1 (centres undefined) | 4.8% | -7.5% | -6.0% | 0.3% | -2.6%
COc1cc(NS(=O)(=O)c2cc(C)ccc2OC)c(OC)cc1Cl | 2.4% | 4.1% | -0.2% | -9.4% | -1.0%
S=c1cnc2ccccc2[nH]1 | 0.0% | -1.8% | 4.6% | 8.7% | ?
COc1ccc(-c2nc3cnccn3c2Nc2ccc3c(c2)OCO3)cc1 | 10.3% | -8.2% | 13.6% | 7.7% | 47.2%
COc1cc(C(=O)NCc2ccc(F)cc2)cc(Cl)c1OC | 0.5% | -9.6% | -6.1% | -0.2% | -11.2%
CCOc1ccc(N2CC(C(=O)Nc3cccc(S(=O)(=O)NC4=NCCC4)c3)CC2=O)cc1 (centres undefined) | 1.8% | 11.8% | -12.0% | -2.4% | 4.2%
CCOc1cc(C(F)(F)F)cnc1/C(N)=N/O | i | -4.5% | -0.1% | -2.5% | -11.5%
O=C(O)C1C2C=CC3(O2)C1C(=O)N1c2ccccc2COC13 (centres undefined) | 0.6% | -3.0% | 1.0% | -2.6% | -1.8%
COc1cc(/C=C2\C(=N)N3N=C(S(C)(=O)=O)SC3=NC2=O)ccc1OS(=O)(=O)c1ccc(C)cc1 | 3.1% | 5.1% | 6.1% | 14.9% | 13.7%
Cc1ccc(Cl)cc1NC(=O)Cn1nc(-c2cccs2)ccc1=O | i | 1.1% | 6.8% | 1.9% | 2.7%
Cc1ccccc1C(=O)NNC(=S)NC(=O)c1cccnc1 | 1.8% | 2.4% | 2.4% | ? | 79.2%
Cc1ccc(S(=O)(=O)N2CCN(C(=O)N3CCOCC3)CC2)cc1C | 0.3% | 10.3% | 0.9% | -0.9% | 2.4%

Rows are unselected; about 1.5% have a hit in one of these screens.
